# NPSR antagonist: antagonists of human neuropeptide S receptor cAMP signaling; CHO-NPSR cells, cAMP TR-FRET, antagonist mode; Potency, µM (top dose mostly 38.3 µM), for inactives: at the top dose activity change, negative = inhibition, usual class: inhibitors; 1% of 220,000 active; AID 1461; also: % is scaled to controls: 0 for no effect and ±100 for the full control effect; nearly all actives have a fitted effect of over 50% in size; many of its hits are not listed in these tables
# Target sequence (Q6W5P4 whole entry, looked up): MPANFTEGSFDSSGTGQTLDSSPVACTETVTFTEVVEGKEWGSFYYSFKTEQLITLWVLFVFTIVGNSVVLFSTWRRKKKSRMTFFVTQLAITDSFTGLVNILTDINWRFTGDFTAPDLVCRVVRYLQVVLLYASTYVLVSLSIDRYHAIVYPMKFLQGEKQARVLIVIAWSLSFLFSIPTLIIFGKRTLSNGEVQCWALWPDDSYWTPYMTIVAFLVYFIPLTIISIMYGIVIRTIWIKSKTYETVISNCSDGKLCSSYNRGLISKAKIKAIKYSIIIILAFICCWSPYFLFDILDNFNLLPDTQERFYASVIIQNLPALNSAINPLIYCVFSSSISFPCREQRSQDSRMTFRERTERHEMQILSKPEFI
# Tau fluor counter: counter-screen for tau fibril formation inhibitors; Potency, µM (highest dose often 57.7 µM), for inactives: at the highest dose activity change, negative = decrease; 0.93% of 280,000 active; tau K18 P301L Alexa594 fluorescence, heparin fibrillization; AID 1463; also: % is scaled to controls: 0 for no effect and ±100 for the full control effect; nearly all actives have a fitted effect of over 55% in size
#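 Human tau K18 P301L (15 uM unlabeled, 0.24 uM Alexa 594-labeled) in 100 mM sodium acetate pH 7 with 20 uM heparin, 6 hr at 37 C. ThT 30 uM added, 1 hr ambient; Alexa 594 FP and total fluorescence read at 555/632 nm.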
# aGal spleen mod: alpha-galactosidase A (human) modulation. 0.008% of 240,000 active. human spleen homogenate, 4MU-alpha-Gal fluorescence, 40 min. AID 2107. P06280. Potency, µM (doses to about 80 µM), for the others: at the top dose activity change, negative = inhibition, hits mostly inhibitors;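 also: 0% = enzyme with vehicle and -100% = no enzyme basal signal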
# Target sequence (P06280 32-429 limits assumed): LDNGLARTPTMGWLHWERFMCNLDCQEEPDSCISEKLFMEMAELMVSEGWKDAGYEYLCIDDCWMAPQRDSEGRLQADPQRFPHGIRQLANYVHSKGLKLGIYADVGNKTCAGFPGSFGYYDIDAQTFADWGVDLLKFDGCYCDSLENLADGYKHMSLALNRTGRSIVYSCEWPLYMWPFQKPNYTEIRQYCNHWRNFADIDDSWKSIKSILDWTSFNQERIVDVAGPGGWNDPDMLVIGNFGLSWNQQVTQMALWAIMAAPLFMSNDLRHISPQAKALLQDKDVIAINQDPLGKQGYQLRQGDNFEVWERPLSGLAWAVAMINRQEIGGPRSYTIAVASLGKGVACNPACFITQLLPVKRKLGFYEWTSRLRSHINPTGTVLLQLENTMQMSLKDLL
#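 Fluorogenic readout (Ex 365/Em 440 nm) of 4-methylumbelliferone released from 1 mM 4-MU-alpha-galactoside by spleen homogenate, 40 min at 37C, pH 5.0. Data normalized to no-enzyme and enzyme controls; Hill-equation AC50 from compound titrations.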
# Epigenetic derep: epigenetic control regulation, reporter derepression. murine LDR cells, GFP reporter derepression, 30 h. Potency, µM (doses to about 53.9 µM), for inactives: at the top dose GFP activation, hits mostly activators. 0.2% of 280,000 active. AID 1865; also: % of control where 0% means no effect; nearly all actives have a fitted effect of over 60% in size
#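 Readout is the number of GFP-expressing murine LDR cells, counted by cytometry following washing. Cells were treated with compound for 30 h at 37 C; the stably integrated CMV-GFP locus is normally silent.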
# GAA inh: blocks human lysosomal alpha-glucosidase; 0.005% of 200,000 active; purified human GAA, 4-MU-alpha-glucoside fluorescence; Potency, µM (titrated, usually from 76.9 µM), without a hit: at the highest dose activity change, negative = inhibition, usual class: inhibitors; P10253;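 also: plate controls were uninhibited enzyme wells for no effect and no-enzyme background for full effect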
#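 Activity normalized between no-enzyme (basal) and enzyme-only wells. Conditions: 4 nM human enzyme, 400 uM fluorogenic substrate, citrate/phosphate pH 5.0 with Tween-20, 20 min room temperature, compounds up to 77 uM.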
# ALDH1A1 block: blocks purified human ALDH1A1 activity; Purified ALDH1A1, NADH fluorescence, propionaldehyde substrate; AID 1030; 7.3% of 220,000 active; Potency, µM (highest dose often 75.3 µM), without a hit: top-dose activity, negative = inhibition, actives largely listed as inhibitors; P00352; active = well fitted inhibition curve with a large enough effect, not every such curve was filed as active; inconclusive = small, poorly fitted or top-dose-only effect, or another doubt; inactive = no such curve, though single readings can be large or run the other way;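 also: plate controls were no enzyme wells and a reference inhibitor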
# GAA glycogen: GAA glycogen-cleavage inhibition or activation; Potency, µM (doses to about 76.4 µM), for inactives: at the top dose activity change, negative = inhibition, hits mostly inhibitors; recombinant GAA, glycogen substrate, Amplex Red glucose oxidase fluorescence; AID 2100; 0.38% of 300,000 active;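 also: 0% = full enzyme reaction and -100% = no-enzyme basal signal; the screen sought inhibitors and activators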
#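 Recombinant enzyme (4 nM final) with compounds titrated up to 77 uM and bovine liver glycogen (30 ug) in citrate pH 5.0, 0.01% Tween-20, 37 C 40 min. Released glucose detected by Amplex Red/glucose oxidase (Ex 573/Em 610); AC50 from Hill fits.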
# aGlu spleen mod: lysosomal alpha-glucosidase (human) modulation. P10253. human spleen homogenate, 4-MU-alpha-glucoside fluorescence. 0.006% of 240,000 active. AID 2112. Potency, µM (titrated, usually from 79.9 µM), without a hit: at the highest dose activity change, negative = inhibition, usual class: inhibitors;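 also: 0% = enzyme with vehicle and -100% = no enzyme basal signal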
#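 Compounds were titrated against alpha-glucosidase in spleen homogenate at pH 5.0, with 1 mM 4-methylumbelliferyl substrate for 40 min at 37 C. Reactions were quenched with pH 10 NaOH/glycine and fluorescence measured.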
# An asterisk follows results filed as active; ? = inconclusive; · = no result given; & = joins results of further samples; ! = not active in a repeat; [ ] = remark or other dose. Unless noted, calls follow the shape of the dose curve; as a rule, active = well fitted curve in the direction sought with a large enough effect; inconclusive = small, poorly fitted or top-dose-only effect, or another doubt; inactive = no such curve, though single readings can be large; an effect the other way counts as inactive or inconclusive. Potency is read from the fitted curve at half-maximal effect. This is a subset, so the mix of outcomes need not match the whole.
SMILES,NPSR antagonist,Tau fluor counter,aGal spleen mod,Epigenetic derep,GAA inh,ALDH1A1 block,GAA glycogen,aGlu spleen mod
CSc1ccc(C(=O)C2CCCN(Cc3cnc(SC)nc3)C2)cc1 (stereo unspecified),35%,-18%,5%,0.0%,3%,-12%,-13%,8%
Cc1ccc(C(=O)Nc2nc3ccccc3n2CCN2CCCC2)cc1,-5%[46.1 µM],-1%,-4%,?,?,-3%,3%,1%
O=C(CN1CCCCC1)c1ccc(OC(F)F)cc1,-2%[46.1 µM],-8%,-4%,3.3%,6%,?,1%,2%
Cn1nc(N)c2c1N=P(N1CCOCC1)(N1CCOCC1)N=C2c1ccccc1,-27%[46.1 µM],4%,-6%,0.4%,-3%,5%,-3%,-3%
O=C1NCN(c2ccccc2)C12CCN(CC1COc3ccccc3O1)CC2 (stereo unspecified),-10%[46.1 µM],-4%&-9%&-14%,2%&11%&-9%,-0.1%&0.0%&2.1%,·,-8%&0%&-4%,·,-5%&-4%&-5%
CNC(=O)Oc1ccc(-c2cn3cc(C)ccc3n2)cc1,7%,-10%,-6%,-1.0%,6%,?,-10%,5%
O=C(COc1ccc(Cl)cc1)N1CCN(Cc2ccc([N+](=O)[O-])cc2)CC1,-11%,-21%,3%,-0.2%,2%,?,-1%,-12%
CCOP(=S)(OCC)SCOC(=O)NCC(=O)OC,9%[46.1 µM],0%,6%,-4.2%,-4%,?,2%,0%
CCC(=NCc1cccnc1)c1c(O)n(C2CCCCC2)c(=O)[nH]c1=O,-16%[46.1 µM],-1%,2%,0.0%,10%,?,4%,-4%
O=Cc1cn(Cc2c(F)cccc2Cl)c2ccccc12,-28%,-15%,4%,0.9%,0%,3.2µM*,4%,2%
COc1ccc(Cc2c(O)[nH]c(=O)[nH]c2=O)c(OC)c1,7%,-3%,6%,1.0%,·,·,1%,-1%
N#CC12CNCC1CN=N2 (stereo unspecified),-26%,-1%,2%,0.4%,8%,-78%,10%,0%
O=C(O)[C@@H]1CSC(c2cccnc2)N1 (stereo partly specified),·,-3%,3%,-1.1%,·,-9%,·,10%
Cc1ccc2occ(CN3CC4CC(C3)c3cccc(=O)n3C4)c(=O)c2c1 (stereo unspecified),3%[46.1 µM],-2%,7%,-6.0%,2%,-12%,13%,8%
O=C(CSc1ccccc1)N1CCC2(CC1)OCCO2,-8%[46.1 µM],0%,4%,0.0%,3%,-11%,2%,-3%
C[C@@]12CCC(O)C[C@H]1CCC1C2CC[C@]2(C)C(=O)CCC12 (stereo partly specified),·,-15%,4%,0.2%,·,5%,·,0%
CCOc1ccccc1-n1c(O)c(C=NCc2ccc3c(c2)OCO3)c(=O)[nH]c1=O,-14%[46.1 µM],-1%,-3%,0.8%,1%,2%,4%,-10%
COc1ccc(-c2csc(NC(=O)COC(=O)Cc3ccccc3)n2)cc1OC,12%,-16%,5%,-0.1%,4%,11%,2%,-6%
O=C(c1ccncc1)C12CN3CN(CN(C3)C1)C2,-10%[46.1 µM],2%,6%,0.0%,-3%,3%,3%,3%
CC(C)=CCCC1(C)C=Cc2c(O)c3c(c(CC=C(C)C)c2O1)OC12C(=CC4CC1C(C)(C)OC2(C/C=C(/C)C(=O)O)C4O)C3=O (stereo unspecified),·,-25%,-4%,-1.3%,·,-11%,·,-9%

# Exported with values under each structure: part of the list above
# Order of values: NPSR antagonist | Tau fluor counter | aGal spleen mod | Epigenetic derep | GAA inh | ALDH1A1 block | GAA glycogen | aGlu spleen mod
> CCC(=NCc1cccnc1)c1c(O)n(C2CCCCC2)c(=O)[nH]c1=O
    -16%[46.1 µM] | -1% | 2% | 0.0% | 10% | ? | 4% | -4%
> O=Cc1cn(Cc2c(F)cccc2Cl)c2ccccc12
    -28% | -15% | 4% | 0.9% | 0% | 3.2µM* | 4% | 2%
> COc1ccc(Cc2c(O)[nH]c(=O)[nH]c2=O)c(OC)c1
    7% | -3% | 6% | 1.0% | · | · | 1% | -1%
> N#CC12CNCC1CN=N2 (stereo unspecified)
    -26% | -1% | 2% | 0.4% | 8% | -78% | 10% | 0%
> O=C(O)[C@@H]1CSC(c2cccnc2)N1 (stereo partly specified)
    · | -3% | 3% | -1.1% | · | -9% | · | 10%
> Cc1ccc2occ(CN3CC4CC(C3)c3cccc(=O)n3C4)c(=O)c2c1 (stereo unspecified)
    3%[46.1 µM] | -2% | 7% | -6.0% | 2% | -12% | 13% | 8%
> O=C(CSc1ccccc1)N1CCC2(CC1)OCCO2
    -8%[46.1 µM] | 0% | 4% | 0.0% | 3% | -11% | 2% | -3%
> C[C@@]12CCC(O)C[C@H]1CCC1C2CC[C@]2(C)C(=O)CCC12 (stereo partly specified)
    · | -15% | 4% | 0.2% | · | 5% | · | 0%
> CCOc1ccccc1-n1c(O)c(C=NCc2ccc3c(c2)OCO3)c(=O)[nH]c1=O
    -14%[46.1 µM] | -1% | -3% | 0.8% | 1% | 2% | 4% | -10%

# Next section.
SMILES,NPSR antagonist,Tau fluor counter,aGal spleen mod,Epigenetic derep,GAA inh,ALDH1A1 block,GAA glycogen,aGlu spleen mod
CC(C)[C@@]1(NC(=O)[C@@H]2C[C@@H]3c4cccc5[nH]cc(c45)C[C@H]3N(C)C2)O[C@@]2(O)[C@@H]3CCCN3C(=O)[C@H](Cc3ccccc3)N2C1=O,2µM*,2.8µM*[quencher],0%&-4%&0%,22µM*!,0%[15.4 µM],-3%&-12%&-2%,-10%,-2%&5%&-4%
CN1C(=O)NC(c2cccc(O)c2)C(C(=O)c2cccs2)C1(O)C(F)(F)F (stereo unspecified),?,-9%,-7%,-1.7%,-3%,0.79µM*,4%,-5%
O=C1CCCc2c1nc(-c1ccccc1)n2O,-10%[46.1 µM],-3%,7%,1.1%,-4%,?,11%,3%
Cc1ncc([N+](=O)[O-])n1CCOc1nonc1N,12%,-1%,-9%,0.5%,7%,5%,1%,2%
CCCCCCCCCCCCC/C=C/[C@@H](O)[C@@H](N)COP(=O)([O-])OCC[N+](C)(C)C,·,-12%,-2%,-1.1%,·,1%,·,8%
COc1ccc2c3c([nH]c2c1)C(C)NCC3 (stereo unspecified),13%,?,-3%,8.7%,·,-15%,?,2%
CC(C)C[C@H](NC(=O)[C@H](Cc1ccccc1)NC(=O)CNC(=O)CNC(=O)[C@@H](N)Cc1ccc(O)cc1)C(=O)N[C@@H](CCCN=C(N)N)C(=O)N[C@@H](CCCCN)C(=O)N[C@@H](Cc1ccc(O)cc1)C(=O)N1CCC[C@H]1C(=O)N[C@@H](CCCCN)C(=O)O,·,4%,2%,0.8%,·,-6%,·,3%
Cc1ccc(-n2c(O)c(/C=C3/C(c4ccccc4)=Nc4ccccc43)c(=O)[nH]c2=O)cc1,?,?,7%,-0.9%,-13%,25µM*,-6%,5%
COc1ccc(CCN(C)Cc2ccncc2)cc1OC,-4%[46.1 µM],2%,3%,1.1%,1%,-51%,10%,-1%
Fc1cccc(CCNCc2ccccn2)c1,10%[46.1 µM],-3%,0%,0.9%,-1%,-9%,23%,-7%
COc1cc(/C=C2\C(=O)NC(=O)N(c3ccc(C)cc3)C2=O)cc(OC)c1O,-31%,-17%,1%,-0.4%,-8%,?,-16%,-7%
C#CCN(C)[C@H](C)Cc1ccccc1,5%,6%&-9%&-4%,4%&2%&7%,1.1%&0.0%&-1.6%,-7%[15.4 µM],-3%&-5%,2%,-1%&7%&13%
COC(=O)C1=C(C)OC(N)=C(C#N)C12C(=O)Nc1ccccc12 (stereo unspecified),-7%,6%[2.34 µM],-13%,0.0%,2%,0%,-1%,-2%
CCn1c(C)c(C(=O)O)c2cc(OC)ccc21,-10%[46.1 µM],0%,-3%,-1.1%,0%,3%,3%,-1%
Cc1cc(/C=C2\C(=O)NC(=O)N(Cc3ccccc3Cl)C2=O)c(C)n1-c1ccc(C(=O)O)cc1,-4%,-16%,1%,-1.1%,·,?,-4%,-10%
CCCN(CCC)[C@@H]1CCc2c(F)ccc(O)c2C1,-9%[46.1 µM],-9%,18%,2.4%,·,-9%,·,1%
NCCCN1CCN(c2ccccc2)CC1,-18%,-4%,0%,-2.1%,-8%[15.4 µM],-6%[13.5 µM],-1%,-4%
CC(C)c1ccc(N2C(=O)NC(=O)/C(=C/C=C/c3ccco3)C2=O)cc1,6.3µM*,-29%,-3%,0.9%,2%,-9%,-8%,-3%
Cc1cc(OCC(=O)NC2CCS(=O)(=O)C2)c2c3c(c(=O)oc2c1)CCC3 (stereo unspecified),3%[46.1 µM],-3%,15%,-2.9%,2%,?,2%,-7%
CCCC1=C(C(=O)OCC)C2(C(=O)Nc3ccc(C)cc32)C(C#N)=C(N)O1 (stereo unspecified),-15%[46.1 µM],-6%,2%,0.4%,-9%,-2%,-14%,2%
CCN1C(=O)/C(=C/c2ccc(N(CC)CC)cc2OC)C(=O)NC1=S,-57%,-18%,6%,9.4%,8%,10µM*,-15%,5%
CC(=O)c1ccc2c(c1)C1C(Cl)C(Sc3ccccc3[N+](=O)[O-])CC1C(c1ccccc1)N2 (stereo unspecified),?,?,-14%,0.0%,-2%,7.9µM*,-13%,-19%
N#CC(C#N)=NNc1ccc(OC(F)(F)F)cc1,·,?,-8%&-5%&-11%,0.8%&5.4%,·,2.8µM*,·,-3%&-6%&0%
CC(C)OP(=O)(OC(C)C)C(Nc1ccccc1)c1cccc2c1OCO2 (stereo unspecified),2%,-1%,-3%,0.0%,4%,?,-4%,2%
CCCCn1c(=O)c(C=Nc2cc([N+](=O)[O-])ccc2OC)c(O)n(CCCCl)c1=O,-34%,?,6%,0.1%,-4%,11µM*,-1%,8%
O=C(COc1ccc2ccccc2c1)N1CCN(CC2CC3C=CC2C3)CC1 (stereo unspecified),-13%[46.1 µM],-14%,0%,-1.1%,-4%,?,1%,-10%
CC1C(c2cccs2)=[N+]([O-])C(C)(C(=O)c2cccs2)N1O (stereo unspecified),6%,1%,1%,-1.8%,1%,9%,-21%,1%
CCOC(=O)c1c(N)n(CCN2CCOCC2)c2nc3ccccc3nc12,-17%[46.1 µM],-13%,20%,-4.5%,?,?,0%,8%
Nc1ccccc1C(=O)OCC(=O)Nc1ccc(Br)cc1F,-12%[46.1 µM],-15%,20%,-0.2%,?,?,3%,8%

# Source: PubChem (National Center for Advancing Translational Sciences (NCATS))
